# Source: PubChem (several laboratories)
# aDG glyco act = alpha-DG glycosylation activation | activation, % at 10 µM | 360,000 compounds, 0.22% hits | AID 624168 | Pro5-aDG cells, alpha-DG glycosylation AlphaScreen (IIH6); 0% Pro5, 100% B10-LARGE cell signal;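 active means activation of at least 8% versus controls, or a plate z-score of at least 8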;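 further: Pro5 are CHO cells carrying HIG-tagged alpha-DG that lacks glycosylation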
# MC4R antag cAMP = blocks human MC4R cAMP signaling; inhibition, % at 6.5 µM; 360,000 compounds, 0.48% hits; MC4R-expressing cells, MTII-stimulated cAMP, LANCE TR-FRET;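 active means inhibition above its plate's cutoff, the mean of tested wells on that plate plus 3 SD, cut at about 29% in these data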;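 further: 0% = Melanotan II alone and 100% = Melanotan II plus saturating MCL0020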
#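 Material – human MC4R-expressing U2OS cells · Repeats – no replicates · Detection – TR-FRET with Eu-cAMP and labeled anti-cAMP, 671 nm · Times – compound 30 min, challenge 1 h, detection 1 h · Compound – single nominal compound dose of 6.5 µM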
# Granule exo inh = lytic granule exocytosis inhibition; TALL-104 LAMP-1 surface exposure, flow cytometry; cells stimulated with thapsigargin and PMA; AID 651702; inhibition, % at 10 µM; 360,000 compounds, 0.66% hits;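 active means inhibition above about 55%, limit read from the data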
# ABHD5 PLIN5 PPI = inhibitors of human ABHD5-perilipin-5 interaction | Q00G26+Q8WTS1 | Split G. princeps luciferase complementation, luminescence, 4 h | inhibition, % at 4 µM | 360,000 compounds, 0.78% hits | AID 602281;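 active means inhibition above the mean inhibition across every tested compound plus 3 SD, cut at about 22% in these data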;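 further: 0% = DMSO only wells and the 100% control is not disclosed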
# Target sequence (Q00G26 whole entry, looked up): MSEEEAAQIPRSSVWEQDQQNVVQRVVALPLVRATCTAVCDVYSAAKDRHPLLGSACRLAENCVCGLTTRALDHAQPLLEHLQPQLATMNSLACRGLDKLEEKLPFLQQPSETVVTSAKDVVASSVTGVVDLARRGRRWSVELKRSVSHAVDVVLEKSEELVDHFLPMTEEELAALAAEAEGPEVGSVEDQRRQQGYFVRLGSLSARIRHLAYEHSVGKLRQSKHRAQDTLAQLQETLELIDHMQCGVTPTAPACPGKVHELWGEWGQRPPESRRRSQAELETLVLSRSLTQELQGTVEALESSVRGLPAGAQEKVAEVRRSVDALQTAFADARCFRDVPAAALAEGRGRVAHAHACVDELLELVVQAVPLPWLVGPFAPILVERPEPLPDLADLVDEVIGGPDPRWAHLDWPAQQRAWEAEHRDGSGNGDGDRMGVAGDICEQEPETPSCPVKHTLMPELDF
# Target sequence (Q8WTS1 whole entry, looked up): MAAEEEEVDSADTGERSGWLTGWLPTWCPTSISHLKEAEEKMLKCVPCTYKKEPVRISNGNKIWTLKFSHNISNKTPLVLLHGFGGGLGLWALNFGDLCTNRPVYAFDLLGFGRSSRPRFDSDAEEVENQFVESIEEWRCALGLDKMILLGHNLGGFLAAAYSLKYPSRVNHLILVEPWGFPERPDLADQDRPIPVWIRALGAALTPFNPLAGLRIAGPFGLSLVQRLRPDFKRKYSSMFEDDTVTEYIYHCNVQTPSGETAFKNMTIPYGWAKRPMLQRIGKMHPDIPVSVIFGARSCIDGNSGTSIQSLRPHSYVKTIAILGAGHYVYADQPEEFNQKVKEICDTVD
# HTR2A ag = mouse HTR2A agonism via beta-arrestin recruitment. P35363. CHO-K1 mHTR2A beta-arrestin complementation, luminescence; percent of 30 µM serotonin response. activation, % at 7.6 µM. 360,000 compounds, 0.66% hits;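 active means activation above a run cutoff, the mean activation of all tested compounds plus 3 SD, cut at about 14% in these data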;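 further: 0% = plate median of compound wells and 100% = 30 µM serotonin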
# MC4R ag barr = activates human MC4R beta-arrestin recruitment. 360,000 compounds, 0.98% hits. P32245. U2OS MC4R beta-arrestin complementation, luminescence; percent of melanotan II response, DMSO zero. AID 540308. activation, % at 8.9 µM;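 active means activation above a per-plate cutoff, the mean activation of sample wells on that plate plus 3 SD, cut at about 8% in these data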
# Glyco luc inh = N-linked glycosylation inhibition; D54 ERlucT glycosylation luciferase reporter, 24 h; percent of 100 nM tunicamycin response; reporter increase, % at 12.5 µM; 360,000 compounds, 0.23% hits;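 active means mean luciferase reporter signal, scaled so untreated is 0 and the glycosylation-blocking control 100, at or above a set limit in every replicate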;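 further: luciferase carries N-glycosylation sites so blocking glycosylation raises the light; 0% = median of neutral control wells and 100% = median of 100 nM tunicamycin wells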
# ABCB6 inh MLPCN = blocks the human ABCB6 transporter. fluorescence ratio to DMSO, % at 10 µM. AID 602162. 360,000 compounds, 0.19% hits. K562-ABCB6 porphyrin accumulation, flow cytometry, 1 h; hits give low values. Q9NP58;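 active means fluorescence ratio to DMSO below 75%, the collection mean minus 3 SD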;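 further: signal is porphyrin accumulated inside mitochondria; 100% equals median channel fluorescence of DMSO control wells; lower ratio means ABCB6 inhibition with less porphyrin fluorescence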
# hiPSC survival = hiPSC single-cell survival enhancement; 360,000 compounds, 0.044% hits; ATPlite luminescence; 100% = ROCK inhibitor wells, 0% = DMSO; survival enhancement, % at 20 µM; AID 602274; in the data active means survival enhancement above about 18%;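 further: cells exposed to compounds for 16 hours before the ATP read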
# H9c2 protect = protects H9c2 cardiomyocytes from peroxide injury | 360,000 compounds, 0.63% hits | protection from H2O2 cell death, % at 20 µM | H2O2 injury protection, ATPLite, 2 h | AID 588492;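 active means compounds giving at least 50% protection of heart cells from peroxide-induced death in the single-dose screen, raw or plate-pattern-corrected value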;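 further: 0% = DMSO wells with peroxide and 100% = DMSO wells without peroxide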
# * marks the source's active call; other numbers are inactive results; . = not tested or not shown.
SMILES,aDG glyco act,MC4R antag cAMP,Granule exo inh,ABHD5 PLIN5 PPI,HTR2A ag,MC4R ag barr,Glyco luc inh,ABCB6 inh MLPCN,hiPSC survival,H9c2 protect
O=C1CC(Nc2ccccc2)C(=O)N1CCc1ccccc1 (stereo not drawn),-0.2,-3,0,-9,4,3.7,-2,97,3.5,13
CCOCCCNC(=O)c1ccc(NC(C)=O)cc1,0.0,0,-1,-1,1,1.7,2,96,-0.6,6
CCN1CCN(CCC(=O)Nc2ccc(F)c(F)c2)CC1,-0.1,3,17,3,0,-1.3,-1,100,0.9,-2
CCn1c(CC(=O)Nc2ccc(F)cc2)nnc1SCC(=O)NC1CCCC1,-0.1,-3,5,3,10,2.0,-1,98,-0.3,-3
COc1ccc(NC(=O)[C@@H]2[C@@H]3C(=O)N(C4CCCCC4)C(=O)[C@@H]3C3c4ccccc4C=CN32)cc1 (stereo partly drawn),-0.3,0,-4,-2,-1,0.7,2,98,-2.7,3
CCOC(=O)C1=NN(c2ccc(Cl)cc2)C(=O)C1,0.0,-8,8,6,-6,-1.0,-3,87,-0.9,-19
COC(=O)N/N=C/c1sc(N2CCCCC2)nc1-c1cccs1,-0.1,-2,-2,2,0,-3.3,2,105,-0.5,-2
CC(C)(C)c1ccc(C(=O)Nc2cccc(-n3cnnn3)c2)cc1,2.9,4,-1,-17,-1,-2.3,-2,103,-0.4,-10
COc1cccc(C2CC(c3cccc(Br)c3)n3nc(N)nc3N2)c1 (stereo not drawn),0.5,-1,0,3,3,0.7,2,105,4.9,7
COC(=O)CCCC1=CC2=C(c3ccccc3)C(=O)C(C)(OC(=O)C3CCCC3)C(=O)C2=CN1C1CCCCC1 (stereo not drawn),0.0,3,-8,-4,-1,-0.1,1,102,1.0,3
CCN(CC)CCSc1nnc2c3ccccc3n(Cc3ccccc3)c2n1,0.1,7,3,3,-7,-0.7,-2,99,-0.7,-4
O=C(NC(=S)Nc1ccc(N2CCCC2)cc1)c1ccccc1[N+](=O)[O-],-0.8,2,2,4,4,3.3,1,93,1.7,-6
CCOC(=O)c1ccn(S(=O)(=O)c2ccc(C)cc2)c1-c1ccccc1,-0.1,.,0,-16,-4,.,0,99,-1.1,-7
Cc1ccc(C(=O)CCC(=O)Nc2cccc(C)c2)cc1,-0.2,8,3,-4,-4,0.2,1,98,0.4,1
COc1cc(/C=C2/C(=O)N(c3ccc(Br)cc3)N=C2C)cc(OC)c1OC,0.0,5,-3,19,7,-2.1,3,97,0.4,-9
CC1CCCCC1NC(=O)c1ccco1 (stereo not drawn),0.0,2,-1,-2,7,-2.3,4,98,-0.5,3
CC(C)(C)S(=O)(=O)/C(C#N)=N/Nc1ccc(S(N)(=O)=O)cc1,0.0,8,-4,6,-5,-3.7,-1,101,0.8,5
COc1ccc(S(=O)(=O)NNc2nc(C)cc(C)n2)cc1Br,-0.1,4,-1,0,4,0.8,-1,96,0.0,-3
CC1CCN(C(=O)C2CCN(S(=O)(=O)c3cccc4nonc34)CC2)CC1,0.0,8,-2,3,3,-1.1,0,98,-1.5,6
CCc1noc(C)c1C(=O)Nc1sc(C(=O)N(C)C)c(C)c1C(=O)OC,0.1,2,12,7,0,-1.6,4,93,0.6,10
Cc1cccc2sc(NC(=O)CCNS(=O)(=O)c3cccs3)nc12,0.0,3,-2,-3,-1,-0.3,-4,95,-0.9,24
CN1CCN(C(=O)c2cnn3c2NC(c2ccccc2)CC3C(F)(F)F)CC1 (stereo not drawn),0.6,-4,10,-1,2,1.1,3,103,-0.3,3
CCN(CC)c1ccc(NC(=O)CCNS(=O)(=O)c2ccc3c(c2)CCC(=O)N3)c(C)c1,-0.1,1,1,0,7,0.0,-2,121,0.2,-8
CCOc1cc(NC(=O)c2ccccc2OC)c(OCC)cc1NC(=O)c1ccccc1,-0.1,3,6,-6,2,-1.4,3,96,-0.2,-1
O=C(c1ccccc1)N1N=C(c2ccccc2)CC1(O)C(F)(F)F (stereo not drawn),1.0,-5,-12,1,3,3.2,-2,94,0.6,-3
SMILES,aDG glyco act,MC4R antag cAMP,Granule exo inh,ABHD5 PLIN5 PPI,HTR2A ag,MC4R ag barr,Glyco luc inh,ABCB6 inh MLPCN,hiPSC survival,H9c2 protect
CCN(CC(=O)NCc1ccc(Cl)cc1)S(=O)(=O)c1ccc(NC(C)=O)cc1,-0.1,6,1,7,-1,0.5,0,101,0.0,27
CC1CC(C)CN(S(=O)(=O)c2ccc3c(c2)n(C)c(=O)c(=O)n3C)C1 (stereo not drawn),0.1,-4,1,-2,-4,-1.8,1,99,-0.5,-1
O=C(CCNC(=O)c1ccc(Cl)cc1)Nc1ncccc1O,0.0,1,-3,2,4,-1.0,1,106,-0.6,0
Cc1cccc(C)c1OCC(O)CN(Cc1ccccc1O)C1CCCCC1 (stereo not drawn),0.5,-4,57*,-3,2,0.8,-6,96,-0.8,-10
COc1ccc(CN(C)C(=O)c2ccc(NS(=O)(=O)c3ccc4[nH]c(=O)[nH]c4c3)cc2)c(OC)c1,0.1,9,-1,0,-7,-0.8,0,95,0.1,2
Cc1ccc(OCc2cc(C(=O)N(C)CCn3ccnc3C)no2)cc1C,-0.2,1,0,-11,14,-2.9,1,97,-0.5,2
CCOc1ccc(-c2nc(N)ncc2-c2ccc(OC)cc2)c(O)c1,0.4,4,3,-15,-1,0.8,-3,92,0.4,-5
CCOC(=O)N/N=C\c1ccccc1OC/C=C/c1ccccc1,-0.2,0,2,-4,-10,-1.4,-3,100,-0.1,-10
CC(C)(C)NC(=O)COC(=O)CCC(=O)c1ccc(Cl)cc1,-0.4,-6,-1,-1,-3,-1.3,-1,112,1.4,2
CSc1ncccc1C(=O)OCC(=O)c1[nH]c(C)c(C(C)=O)c1C,0.0,1,-6,-6,4,0.9,1,99,5.6,0
COc1ccc(CN2C(=O)CCC2(C)c2nnnn2-c2ccc3c(c2)OCCO3)cc1 (stereo not drawn),-0.1,.,-6,1,-3,.,.,103,-0.5,.
O=C(CSc1nc2[nH]ncc2c(=O)n1-c1ccccc1)c1ccc2c(c1)OCCO2,-0.6,-1,6,6,-5,-1.2,-2,90,0.9,46*
CCOC(=O)C(C)(C)Oc1cccc2c1S(=O)(=O)c1ccccc1-2,0.1,-4,-5,-2,-2,-0.6,-1,99,0.3,2
C[C@H]1CN(S(=O)C(C)(C)C)[C@@H](CCO)/C1=C\c1ccccc1 (stereo partly drawn),0.1,-8,-7,4,2,-0.3,0,100,1.4,9
CCn1c(CC(=O)Nc2ccc(C)c(Cl)c2)nnc1SCc1ccc(Cl)c(Cl)c1,0.2,-8,-2,-5,-2,2.3,-2,104,-0.7,-6
CCOc1cc2[nH]c(=S)n(Cc3ccc(C(=O)NCCCN(CC)CC)cc3)c(=O)c2cc1OCC,0.2,5,-32,5,-8,-1.1,-3,92,-1.0,-4
O=C(Cc1ccccc1)N/N=C/c1ccc2cccc(O)c2n1,-0.1,0,-2,1,0,-0.1,0,97,-0.2,4
O=C(CN1CCCN(Cc2ccc(F)cc2Cl)C1=O)NC1CCCC1,0.1,3,-3,-1,0,0.1,-1,100,-0.1,18
Cc1cc(C)c(S(=O)(=O)CCC(C)C)c(=O)[nH]1,-0.3,3,-2,7,0,-0.5,2,97,0.7,5
Cc1cnc(C(=O)OCC(=O)N(C(C)C)C(C)C)cn1,-0.1,5,2,12,6,-0.6,2,97,-1.4,-15
CC(=O)N1c2ccc(S(=O)(=O)N3CCC(C(=O)Nc4cccc(C(F)(F)F)c4)CC3)cc2CC1C (stereo not drawn),0.7,0,8,3,-6,-0.7,-8,102,-0.2,-12
COc1ccc(NC(=O)COC(=O)CN2C(=O)C3CCCCC3C2=O)cc1OC (stereo not drawn),-0.2,6,4,14,0,1.9,0,97,-0.2,-12
Cc1ccc2nc(Nc3nc(CSc4nc5ccccc5s4)cc(=O)[nH]3)nc(C)c2c1,1.1,-3,8,-4,6,0.4,-3,83,-1.6,5
O=C1CN(C(=O)COc2ccc(F)cc2Br)c2ccccc2N1,-0.1,6,-3,5,5,-1.5,2,98,-0.3,-4
CC(=C/c1ccccc1)/C=N/n1cnnc1,0.0,1,-3,-5,-6,1.9,2,104,2.0,6
SMILES,aDG glyco act,MC4R antag cAMP,Granule exo inh,ABHD5 PLIN5 PPI,HTR2A ag,MC4R ag barr,Glyco luc inh,ABCB6 inh MLPCN,hiPSC survival,H9c2 protect
Cc1c(N=c2scc(-c3ccccc3)n2C)c(=O)n(-c2ccccc2)n1C,-0.4,19,-3,-2,14,-1.5,-3,122,1.7,-9
CCc1nnc(NC(=O)c2c(OC)cccc2OC)s1,-0.1,-5,-2,1,-6,-0.5,0,96,2.7,-3
COc1ccccc1N1CCN(C(=O)c2ccco2)CC1,0.1,3,-1,-7,-3,-1.6,2,97,0.7,2
C=CCN1C=CC(=C/C=C(/C#N)C(=O)OCC)C=C1,0.3,-24,4,7,-4,-1.8,-14,87,-5.1,-21
CCc1nnc(NS(=O)(=O)c2ccc(NC(=O)/C=C/c3ccc(F)cc3)cc2)s1,-0.2,1,-1,-5,6,0.7,4,102,-0.4,2
COc1ccc(CNC(=O)N2CCN(c3cccc(C)c3C)CC2)cc1OC,0.0,3,4,2,0,-0.2,2,92,1.1,5
COc1cccc(NC(=O)CNS(=O)(=O)c2ccc(Cl)cc2)c1,0.0,-5,-2,1,2,-1.2,0,99,-0.4,7
CCOc1ccc(NC(=S)NC(=O)c2c(Cl)c(C)nn2C)c([N+](=O)[O-])c1,-0.2,-3,-2,-4,-2,3.5,0,101,1.5,-5
CCn1ncc(Br)c1C(=O)Nc1ncc(C)s1,-0.1,5,-2,-1,1,-0.6,0,98,0.0,-4
Cc1cc(C)nc(SCc2nnc(SCC(=O)Nc3ccccc3C)n2Cc2ccco2)n1,0.2,-2,-5,9,4,1.0,0,97,5.5,-4
Nc1oc2ccccc2c(=O)c1-c1ccc2c(c1)OCO2,0.1,4,-4,2,-4,-0.7,0,95,-0.2,0
CC(C)(C)NC(=O)COC(=O)CCC(=O)c1cccs1,0.0,7,-1,2,0,0.9,3,97,-0.3,7
CN(C1CCCCC1)S(=O)(=O)c1ccc(C(=O)Nc2sc3c(c2C(N)=O)CC(C)(C)NC3(C)C)cc1,0.3,11,14,8,-5,4.7,-3,95,-0.4,9
Cc1ccc(N(Cc2cc3cccc(C)c3[nH]c2=O)S(=O)(=O)c2ccccc2)c(C)c1,-0.2,2,-1,1,0,-2.0,-5,97,-0.5,11
CN1/C(=C\C=[N+](C)c2ccccc2)C(C)(C)c2ccccc21,0.1,-2,-8,-1,0,-0.8,2,103,-0.9,-14
c1ccc(N=Nc2ccc(C3=NCCO3)cc2)cc1,0.0,-2,0,-6,-6,4.0,-16,96,-4.3,-21

# Sorted by number of heavy atoms (high to low): some entries from above.
SMILES,aDG glyco act,MC4R antag cAMP,Granule exo inh,ABHD5 PLIN5 PPI,HTR2A ag,MC4R ag barr,Glyco luc inh,ABCB6 inh MLPCN,hiPSC survival,H9c2 protect
Nc1oc2ccccc2c(=O)c1-c1ccc2c(c1)OCO2,0.1,4,-4,2,-4,-0.7,0,95,-0.2,0
CCc1nnc(NC(=O)c2c(OC)cccc2OC)s1,-0.1,-5,-2,1,-6,-0.5,0,96,2.7,-3
C=CCN1C=CC(=C/C=C(/C#N)C(=O)OCC)C=C1,0.3,-24,4,7,-4,-1.8,-14,87,-5.1,-21
